MrgX1 antagonist: human MrgX1 receptor antagonism, primary screen. Q96LB2. MRGX1-HEK293 calcium flux, Fluo-4, BAM8-22 antagonism; stronger effect = lower value. B-score at 10 µM. actives 1.3% (n = 310,000);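 active means calcium-response B-score plate-corrected more than 3 library SD below zero, starting fluorescence within 5 deviations, no agonist response on first addition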;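 further: peak minus trough fluorescence over baseline after final BAM8-22 challenge near maximal dose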
HIF act: HIF pathway transcriptional activation; U2OS HRE-luciferase reporter, luminescence; normalized: DMSO 0%, desferrioxamine 100%; activation, % at 7.5 µM (by protocol); actives 0.32% (n = 300,000);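 active means mean activation of at least 10% of the iron chelator positive control signal, with at least half of replicates also reaching 10%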
aSyn 5UTR inh: 5' untranslated region of α-synuclein, MLPCN primary screen; actives 0.82% (n = 300,000); alpha-synuclein 5'UTR reporter, inhibitor activity; inhibition, % (tested at 7.5 µM); AID 1813; in the data active means inhibition above about 60%;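 further: H4 neuroglioblastoma cells stably carrying SNCA 5'UTR luciferase fusion; 0% = DMSO wells and 100% = positive control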
TRPC6 act: mouse TRPC6 channel activation. Q61143. HEK293-TRPC6 membrane potential dye fluorescence; stronger effect = higher value. B-score at 10 µM. actives 0.13% (n = 310,000). AID 2550;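 active means B-score of the integrated fluorescence ratio above library mean plus 3 SD, and starting fluorescence ratio within library mean plus 5 SD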;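 further: higher score means more depolarization so channel activation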
TRPC4 PAM: TRPC4 (mouse) allosteric potentiation; Q9QUQ5; HEK293 TRPC4beta/mu-opioid, DAMGO EC20, Fluo-4 Ca2+ flux; stronger effect = higher value; B-score at 10 µM; actives 0.42% (n = 310,000);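 active means B-score of calcium response area above 5 SD of library B-scores, with initial fluorescence ratio within 5 SD of library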;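 further: B-score of integrated fluorescence ratio over time as area under calcium response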
Target sequence (Q9QUQ5 whole entry, looked up): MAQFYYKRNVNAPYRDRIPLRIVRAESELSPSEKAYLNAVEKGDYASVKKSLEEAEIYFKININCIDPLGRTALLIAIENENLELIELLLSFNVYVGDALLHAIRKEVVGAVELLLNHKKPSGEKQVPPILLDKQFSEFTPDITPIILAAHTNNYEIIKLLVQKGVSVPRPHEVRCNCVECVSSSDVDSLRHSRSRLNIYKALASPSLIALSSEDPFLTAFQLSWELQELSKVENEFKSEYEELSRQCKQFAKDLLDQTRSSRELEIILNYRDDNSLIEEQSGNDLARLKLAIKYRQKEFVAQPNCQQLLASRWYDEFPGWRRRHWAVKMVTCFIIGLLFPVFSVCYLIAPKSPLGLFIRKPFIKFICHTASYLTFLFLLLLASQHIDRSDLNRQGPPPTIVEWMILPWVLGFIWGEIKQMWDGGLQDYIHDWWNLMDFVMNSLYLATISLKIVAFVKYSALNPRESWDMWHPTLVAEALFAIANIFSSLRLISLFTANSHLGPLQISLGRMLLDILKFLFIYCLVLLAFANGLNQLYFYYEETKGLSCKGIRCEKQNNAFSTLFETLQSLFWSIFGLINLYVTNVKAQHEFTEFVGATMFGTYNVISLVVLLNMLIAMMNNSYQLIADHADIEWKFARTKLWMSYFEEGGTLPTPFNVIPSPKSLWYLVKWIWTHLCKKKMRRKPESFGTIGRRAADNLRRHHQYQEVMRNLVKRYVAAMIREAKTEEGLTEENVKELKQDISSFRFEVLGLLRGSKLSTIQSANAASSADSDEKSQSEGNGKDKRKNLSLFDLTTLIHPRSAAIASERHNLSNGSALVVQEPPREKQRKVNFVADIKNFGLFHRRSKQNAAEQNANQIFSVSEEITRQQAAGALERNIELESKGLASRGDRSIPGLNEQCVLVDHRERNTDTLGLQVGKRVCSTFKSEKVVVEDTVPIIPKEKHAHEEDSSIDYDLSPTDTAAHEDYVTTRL
TRPC6 inhibitor: blocks the mouse TRPC6 cation channel. HEK293-TRPC6, membrane potential dye, ACh-evoked depolarization; stronger effect = lower value. actives 1.1% (n = 310,000). Q61143. B-score at 10 µM;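 active means B-score under library mean minus 3 SD, initial fluorescence not abnormally high, positive integrated signal ratio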;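 further: B-score derived from integrated fluorescence ratio over the kinetic read; more negative B-score means stronger inhibition of depolarization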
KLF5 inh: suppresses KLF5 promoter-driven expression. AID 1700. inhibition, % at 5 µM. DLD-1 KLF5 promoter-luciferase reporter, luminescence. actives 0.23% (n = 290,000);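 active means inhibition above a per-plate limit of that plate's mean compound inhibition plus 3 SD, cut at about 60% in these data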;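 further: 0% = DMSO wells and 100% = LY294002 at 200 µM; higher means less KLF5 promoter-driven luciferase light; inactives centre near -14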
IEC-6 cytotox: IEC-6 cytotoxicity, counter-screen for KLF5 inhibitors. luminescence viability. AID 1825. actives 0.78% (n = 290,000). inhibition, % at 5 µM; in the data active means inhibition above about 22%;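 further: 0% = plate median of test compound wells and 100% = cytotoxic reference compound wells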
SKKanGAS inh: SKKanGAS growth inhibition; S. pyogenes SKKanGAS, kanamycin growth, BacTiter-Glo, 6 h; inhibition, % at 7.5 µM; actives 1.3% (n = 300,000); AID 1662;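 active means mean replicate score, as percent of positive control median, at least 50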;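 further: strain carries kanamycin resistance gene driven by streptokinase promoter and grows in 40 µg/ml kanamycin; loss of luminescence reflects streptokinase promoter inhibition or plain growth inhibition; 0% = median of DMSO wells and 100% = positive control at its reference dose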
TRPC4 inh: blocks the mouse TRPC4 cation channel; Q9QUQ5; actives 0.39% (n = 300,000); HEK293 TRPC4beta/mu-opioid, DAMGO-evoked Fluo4 calcium flux; stronger effect = lower value; B-score at 10 µM;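 active means B-score over 3 SD under the library average, no early fluorescence shift, positive overall ratio signal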
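Assay system: HEK293 cells with stable TRPC4beta plus mu-opioid receptor expression. Dosing: single dose. Measured by: Fluo4 Ca2+ flux fluorescence. Also added: DAMGO in two steps, submaximal then maximal. Read-out: B score from integrated Fluo4 fluorescence ratio.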
TRPC4 act: TRPC4 (mouse) channel activation; Q9QUQ5; HEK293 TRPC4beta/mu-opioid, Fluo4 calcium fluorescence; stronger effect = higher value; B-score at 10 µM; actives 0.49% (n = 310,000); AID 2237;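 active means B-score above 5 SD of library B-scores, and initial fluorescence ratio not above library mean plus 5 SD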;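 further: positive B-score marks a calcium rise read as TRPC4 activation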
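Assay system: HEK293 stable line with TRPC4beta plus mu-opioid receptor. Times: dye 45 min RT, read 110 s. Measured by: kinetic Fluo4 calcium fluorescence. Measure: B score of integrated ratio. Controls: assay buffer as low control, maximal DAMGO as high control.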
Starred values were filed as active, the others as inactive; i = inactive; x = not tested or not shown.

SMILES	MrgX1 antagonist	HIF act	aSyn 5UTR inh	TRPC6 act	TRPC4 PAM	TRPC6 inhibitor	KLF5 inh	IEC-6 cytotox	SKKanGAS inh	TRPC4 inh	TRPC4 act
COc1ccc(NCc2ccccc2[N+](=O)[O-])cc1OC	i	0.4	-9	i	i	i	-5	-12	19	i	i
CCOC(=O)N1CCN(Cc2nc3c(c(=O)n(C)c(=O)n3C)n2CCC(C)C)CC1	i	-0.1	20	i	i	i	-38	0	0	i	i
Cc1cc(S(=O)(=O)Nc2cccnc2)c(C)s1	i	-0.5	18	i	i	i	17	1	1	i	i
COc1ccc(CCNC(=O)C2CC(c3ccccc3F)=NO2)cc1 (stereo unspecified)	i	0.5	-42	i	i	i	x	x	-1	i	i
COc1cc(OC)cc(C(=O)Nc2sc3c(c2C(N)=O)CCC3)c1	i	2.6	-105	i	i	i	-64	-3	-3	i	i
C=CCN(CC=C)C(=S)NC(=O)/C=C/c1ccccc1	i	-0.1	14	i	i	i	2	1	-1	i	i
Cc1ccc(C(=O)N/C(=C\c2cn(S(=O)(=O)N(C)C)c3ccccc23)C(=O)NCCCN2CCOCC2)cc1	i	-0.2	-13	i	i	i	-31	-3	0	i	i
Cc1oc(S(=O)(=O)N(C)C)cc1C(=O)Nc1ccc(F)cc1	i	1.2	-1	i	i	i	-43	4	-5	i	i
COC(=O)C1(S(=O)(=O)C2(C(=O)OC)CCCC2)CCCC1	i	0.1	14	i	i	i	4	2	3	i	i
COc1cccc(C(=O)c2cn(CC(=O)NCc3ccco3)c3nc(C)ccc3c2=O)c1	i	-0.2	1	i	i	i	-15	-4	2	i	i
CC(C)NCCOc1cccc(Br)c1	i	-0.7	1	i	i	i	-37	-6	3	i	i
CCCC1=Nc2cc(C(=O)N3CCCC3)ccc2Sc2ccc(C)cc21	i	-0.1	1	i	i	i	-16	-2	-5	i	54*
CC(=O)N1N=C(c2cccs2)CC1c1cccs1 (stereo unspecified)	i	-0.2	-19	i	i	i	-48	9	-11	i	i
O=C(CN1CCN(C(=O)C2CCCO2)CC1)Nc1c(Cl)cccc1Cl (stereo unspecified)	i	-0.1	-9	i	i	i	-10	-1	-5	i	i
Nc1nnc(SCC(=O)NC2CCCc3ccccc32)s1 (stereo unspecified)	i	-0.4	10	i	i	i	5	-1	-4	i	i
Cc1cccc(C)c1NC(=S)NCCc1ccccn1	i	-0.3	20	i	i	i	-13	2	6	i	i
CC(=O)NC1C(=O)N(CC(C)C)c2ccccc21 (stereo unspecified)	i	-0.4	-20	i	i	i	-12	-2	3	i	i
CCOC(=O)CCc1c(C)nc(-n2[nH]c(C)c(CCO)c2=O)[nH]c1=O	i	-0.1	17	i	i	i	-16	-1	-10	i	i
Fc1ccc(CSc2nnc(-c3cnccn3)n2Cc2ccco2)cc1	i	0.3	-7	i	i	i	0	-2	-3	i	i
COc1cccc(N2CCN(c3ccc4nnc(CCC(=O)Nc5ccccn5)n4n3)CC2)c1	i	-0.5	-7	i	i	i	-35	0	-4	i	i
Clc1ccc(-c2csc(-c3ccno3)n2)cc1	i	1.2	-54	i	i	i	-14	6	10	i	i
COc1ccc(Cl)cc1N(C(=O)c1ccco1)C(C(=O)NC1CCCC1)c1cccnc1 (stereo unspecified)	i	0.2	1	i	i	i	-12	-3	-3	i	i
Cc1cc(Cl)c2oc(C(=O)N(C)CCCN3CCOCC3)c(C)c2c1	i	-0.3	-11	i	i	i	-14	-3	1	i	i
CCCCC(=O)Nc1nc2ccc3nc(C)sc3c2s1	i	1.4	-43	i	i	i	-31	-4	-5	i	i
COc1cccc(C(=O)Cn2c(NCCCO)nc3ccccc32)c1	i	-1.0	3	i	i	i	-13	0	-3	i	i

Further structures follow.
SMILES	MrgX1 antagonist	HIF act	aSyn 5UTR inh	TRPC6 act	TRPC4 PAM	TRPC6 inhibitor	KLF5 inh	IEC-6 cytotox	SKKanGAS inh	TRPC4 inh	TRPC4 act
C=CCn1c(-c2ccc3[nH]c(C)c(C)c3c2)n[nH]c1=S	i	-0.1	5	i	i	i	-14	2	-2	i	i
CCc1ccc(C(=O)COC(=O)c2n[nH]c3ccccc23)cc1	i	1.3	-129	i	i	i	-32	-7	7	i	i
COc1cc(S(=O)(=O)NCc2ccncc2)c(OC)cc1Cl	i	-0.3	-6	i	i	i	-24	4	-3	i	i
CCOc1cc(C(=O)NCCC(=O)N2CCC3(CC2)NCCc2[nH]cnc23)cc(OCC)c1OCC	i	0.1	-1	i	i	i	-5	-9	-1	i	i
CCN1CCN(c2cc(C)c3cc(NC(=O)c4cccs4)ccc3n2)CC1	i	3.7	-109	i	i	-5.3*	-18	3	3	i	i
Cc1ccc(-c2n[nH]c(=S)n2/N=C/c2cc3c(cc2[N+](=O)[O-])OCO3)cc1	i	-0.1	4	i	i	i	-42	-2	10	i	i
Cn1nc(CC(=O)NC2CCCCCC2)c2ccccc2c1=O	i	0.3	-22	i	i	i	-28	4	3	i	i
Cc1cc2ccccn2c1C(=S)NC(=O)c1ccccc1	i	-0.2	-82	i	i	i	-13	-3	-7	i	i
COC(=O)c1ccc(OCC(O)CNC2CCCC2)cc1 (stereo unspecified)	i	-0.3	9	i	i	i	-9	6	0	i	i
C/C(=N\OC(=O)Nc1ccccc1)c1cnn(-c2cc(C(F)(F)F)cc(C)n2)c1C	i	0.0	-1	i	i	i	1	-5	-8	i	i
O=C(CCc1nc(-c2ccccc2F)no1)Nc1cccnc1	i	0.1	-10	i	i	i	-17	-7	2	i	i
O=C(Nc1cccc(-n2cnnn2)c1)c1cc(Cl)ccc1Cl	i	-0.3	15	i	i	i	-22	-4	2	i	i
NC1=NC[C@H](Cc2ccc(O)cc2)N1CCc1cccc2ccccc12	-12*	1.0	20	i	i	i	x	x	13	i	i
COc1ccc(CC(=O)Nc2cccc(C(=O)Nc3cccc(C)c3)c2)cc1	i	1.7	-7	i	i	i	-36	3	5	i	i
CCC1Sc2ccccc2N(CC(=O)NCc2ccc3c(c2)OCO3)C1=O (stereo unspecified)	i	0.6	-23	i	i	i	1	10	9	i	i
Cc1ccn2c(NC3CCCC3)c(-c3ccncc3)nc2c1	i	0.1	-13	i	i	i	-45	9	1	i	i
c1cc(-c2nn[nH]n2)ccc1CN1CCCCC1	i	0.0	24	i	i	i	-20	1	2	i	i
O=C(Nc1ccn(Cc2ccccc2F)n1)c1ccc(COc2ccccc2Cl)cc1	i	-0.5	-32	i	i	i	-3	-3	23	i	i
CNC(=O)COC(=O)/C=C/c1cccs1	i	-0.8	2	i	i	i	-3	-7	-12	i	i
O=C(N/N=C/c1ccncc1)NC1CCCCC1	i	-0.2	6	i	i	i	-9	3	5	i	i
CCNC(=O)n1cc(-n2cncn2)c(-c2ccc(Cl)cc2)n1	i	0.1	1	i	i	i	-10	-4	-6	i	i
Cc1ccn2c(NC3CCCC3)c(-c3ccsc3)nc2c1	i	-1.3	-5	i	i	i	-12	3	1	i	i
Cc1cccc(-n2cnc3c(sc4nc(N5CCOCC5)c5c(c43)CCCC5)c2=O)c1	i	-1.0	30	i	i	i	-33	-5	34	i	i
O=C(Nc1ccccc1)c1ccc(CN2CCc3ccccc3C2)cc1	i	-0.2	-3	i	i	i	-19	3	-9	i	i
CCc1cccc(C)c1NC(=O)CSc1nnc(Cc2csc(C)n2)o1	i	-22	11	i	i	i	x	x	-2	i	i

New compounds follow:
SMILES	MrgX1 antagonist	HIF act	aSyn 5UTR inh	TRPC6 act	TRPC4 PAM	TRPC6 inhibitor	KLF5 inh	IEC-6 cytotox	SKKanGAS inh	TRPC4 inh	TRPC4 act
CCN(CC)S(=O)(=O)c1ccc(/C=C/C(=O)OCC(=O)NCc2ccc3c(c2)OCO3)cc1	i	-0.9	23	i	i	i	-28	-4	-3	i	i
Cc1ccc(C(=O)C2=C(O)C(=O)N(CCCN3CCOCC3)C23C(=O)N(C)c2ccccc23)o1 (stereo unspecified)	i	-0.2	13	i	i	i	30	-6	0	i	i
COc1ccc(-n2nnnc2S(=O)(=O)Cc2ccc(C(=O)O)cc2)cc1	-8.2*	-0.6	-5	i	i	i	16	-1	4	i	i
COc1cccc(CNC(=O)c2nnn(CC(=O)Nc3cccc(C)c3)c2N)c1	i	0.0	20	i	i	i	-13	-1	-1	i	i
COc1cc(NC(=O)CN2CCC(Cc3ccccc3)CC2)c(C)cc1[N+](=O)[O-]	i	0.3	6	i	i	i	-10	-2	-2	i	i
Cc1cc(=O)n2c(n1)NC(Nc1cccc(C)c1C)=NC2c1ccccc1 (stereo unspecified)	i	-0.5	1	i	i	i	-4	4	-2	i	i
CCNc1nc(NCC)n2c(SCC(=O)Nc3ccccc3[N+](=O)[O-])nnc2n1	i	-0.4	7	i	i	i	-13	1	-1	i	i
Cc1ccc(S(=O)(=O)N2CCN(c3ccc(C(F)(F)F)cc3[N+](=O)[O-])CC2)cc1	i	-0.6	7	i	i	i	-3	-2	1	i	i
CC(=O)N1CCC(N(C(=O)Nc2ccc(Cl)cc2)C(C)C)CC1	i	0.4	-13	i	i	i	-28	-2	0	i	i
CCOC(CCNC(=O)c1cn(CCOC)c(=O)c2c1c1ccccc1n2C)OCC	i	-1.0	6	i	i	i	-37	0	6	i	i
CCOC(=O)CN(Cc1ccc(OC)c(OC)c1)S(=O)(=O)c1ccc(OC)cc1	i	-0.3	15	i	i	i	-40	-4	5	i	i
O=C(COC(=O)/C=C/c1ccccc1Cl)NCCc1ccc(Cl)cc1Cl	i	-0.3	4	i	i	i	10	0	8	i	i
CC(C)(C)NCCCCOc1ccccc1F	i	0.0	11	i	i	i	-13	-5	1	i	i
CC(C)N(CCNCc1nnc(-c2ccccc2)o1)C(C)C	i	0.2	6	i	i	i	4	-3	-1	i	i
Cc1ccc(CCNC(=O)C2CCN(S(=O)(=O)c3ccc4c(c3)CCC(=O)N4)CC2)cc1	i	x	3	i	i	i	14	4	-3	i	i
O=C(O)c1ccccc1C(=O)c1ccc(Sc2ccc(Cl)cc2)c([N+](=O)[O-])c1	i	0.0	0	i	i	i	-39	-5	21	i	i
CCS(=O)(=O)Nc1cccc(C2=NN(S(C)(=O)=O)C(c3ccccc3)C2)c1 (stereo unspecified)	i	0.0	-34	i	i	i	-15	1	1	i	i
CCC(C(=O)Nc1nccs1)c1ccccc1 (stereo unspecified)	i	-1.2	3	i	i	i	31	2	-2	i	i
COc1ccc(CCCc2nnc(SCC(=O)NN)o2)c(C)c1	i	-0.7	-21	i	i	i	17	-1	-5	i	i

Assay outcomes (PubChem)
